TRAIL sens C8 = caspase-8 TRAIL sensitization | NB7+C8 cells + TRAIL, ATPlite viability luminescence | hit rate 1% among 360,000 | inhibition (viability loss, TRAIL sensitization), % at 10 µM;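 active = compounds causing at least 50% loss of cell viability in the single-dose screen, relative to plate controls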
NCOA2 inhibitor = inhibits human steroid receptor coactivator 2 | HEK293 GAL4-SRC2 luciferase reporter, luminescence | inhibition, % at 9 µM | hit rate 0.17% among 370,000 | Q15596;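 active = inhibition above the mean inhibition of all tested compounds plus 3 SD, set per campaign, cut at about 52% in these data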;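 note: 0% = DMSO treated cells and 100% = cells given Gossypol at 36 µM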
EBV LMP1 NFkB = inhibitors of Epstein-Barr LMP1-induced NF-kappaB reporter; LMP1-induced NF-kappaB luciferase reporter cells, luminescence; inhibition, % at 12.5 µM; hit rate 0.69% among 350,000; AID 504558; in the data active = inhibition above about 41%;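 note: 0% = neutral control wells and 100% = reference inhibitor control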
LRH-1 inv ag = inverse agonists of human LRH-1 (NR5A2); hit rate 0.13% among 360,000; HEK293T StAR-luciferase reporter, LRH-1 transfected, 24 h; inhibition, % at 3.6 µM;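 active = inhibition above the mean inhibition of all tested compounds plus 3 SD, cut at about 73% in these data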;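 note: 0% = DMSO wells and 100% = reporter-only cells lacking LRH-1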
NCOA3 inh = inhibits human SRC3 coactivator; inhibition, % at 3.6 µM; Q9Y6Q9; hit rate 0.17% among 360,000; HEK293 GAL4-SRC3 luciferase reporter, luminescence;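 active = inhibition above a per-campaign cutoff, the mean of all compounds plus 3 SD, cut at about 60% in these data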;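 note: 0% = DMSO-treated cells and 100% = gossypol-treated cells at 36 µM; higher means less SRC3-driven luciferase light from the GAL4 reporter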
TWEAK-Fn14 inh = inhibitors of TWEAK-Fn14 interaction signaling; hit rate 2% among 360,000; AID 1159606; inhibition, % at 10 µM; TWEAK-stimulated Fn14 reporter cells, luciferase luminescence, 8 h; in the data active = inhibition above about 50%
TLR9-MyD88 inh = blocks human TLR9 binding to MyD88. inhibition, % at 4.98 µM. Q9NR96+Q99836. hit rate 0.21% among 340,000. CHO BLA complementation TLR9-MyD88, CCF4 FRET ratio. AID 504734;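 active = inhibition above the mean over all tested compounds plus 3 SD, cut at about 21% in these data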;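 note: 0% = DMSO only wells and 100% = clavulanate BLA inhibitor control wells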
NR2F2 inh = NR2F2 (human) inhibition, primary screen. P24468. HEK293T NGFI-A luciferase reporter, luminescence. inhibition, % at 8.6 µM. hit rate 0.7% among 370,000. AID 686940;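 active = inhibition above a per-plate cutoff, mean inhibition of test wells between control levels plus 3 SD, cut at about 38% in these data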;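 note: cells cotransfected with COUP-TFII expression vector driving the NGFI-A reporter; 0% = median of COUP-TF2 test wells and 100% = reporter-only cells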
Target sequence (P24468 whole entry, looked up): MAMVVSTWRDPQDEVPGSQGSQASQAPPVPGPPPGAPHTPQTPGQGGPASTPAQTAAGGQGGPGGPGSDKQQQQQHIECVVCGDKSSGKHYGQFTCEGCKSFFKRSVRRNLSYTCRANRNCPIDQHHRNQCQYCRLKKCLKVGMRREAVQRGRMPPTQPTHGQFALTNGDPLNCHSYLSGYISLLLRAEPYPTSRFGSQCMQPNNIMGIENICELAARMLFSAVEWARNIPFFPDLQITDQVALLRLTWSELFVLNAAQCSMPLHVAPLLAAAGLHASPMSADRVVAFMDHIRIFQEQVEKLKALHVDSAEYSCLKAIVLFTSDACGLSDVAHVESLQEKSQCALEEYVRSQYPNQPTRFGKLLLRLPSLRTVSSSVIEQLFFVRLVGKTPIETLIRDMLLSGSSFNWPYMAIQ
TROY signal inh = inhibitors of TROY-dependent NF-kB signaling | inhibition, % at 10 µM | hit rate 0.98% among 360,000 | Q293 LMP1-TROYcd NF-kB luciferase reporter, 4 h | AID 1347056;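 active = compounds whose plate-normalised and pattern-corrected inhibition of the luciferase reporter signal at the single screening dose is 50% or more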
NOD2 RIPK2 PPI = blocks binding of human NOD2 to RIPK2 | hit rate 0.38% among 360,000 | O43353 | CHO BLA complementation NOD2-RIPK2, CCF4 ratio | inhibition, % at 4.98 µM | AID 624267; in the data active = inhibition above about 21%;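 note: 0% = vehicle only and 100% = reference blocker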
Target sequence (O43353 whole entry, looked up): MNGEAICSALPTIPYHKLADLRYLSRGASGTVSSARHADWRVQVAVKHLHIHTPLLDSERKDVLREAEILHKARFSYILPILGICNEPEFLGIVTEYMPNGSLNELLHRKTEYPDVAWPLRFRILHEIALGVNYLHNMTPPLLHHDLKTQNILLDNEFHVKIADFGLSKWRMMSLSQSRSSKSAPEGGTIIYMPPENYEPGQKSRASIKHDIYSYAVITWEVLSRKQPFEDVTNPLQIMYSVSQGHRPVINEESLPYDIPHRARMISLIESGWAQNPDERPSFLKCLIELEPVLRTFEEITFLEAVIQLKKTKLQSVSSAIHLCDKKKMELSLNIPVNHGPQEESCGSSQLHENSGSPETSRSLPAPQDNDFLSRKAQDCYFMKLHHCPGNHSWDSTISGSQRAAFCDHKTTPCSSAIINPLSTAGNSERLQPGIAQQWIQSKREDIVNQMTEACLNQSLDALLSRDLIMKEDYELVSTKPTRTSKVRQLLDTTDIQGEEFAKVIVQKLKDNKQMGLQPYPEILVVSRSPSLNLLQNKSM
NCOA1 inh = inhibits human SRC1 coactivator | Q15788 | HEK293 GAL4-SRC1 luciferase reporter, luminescence | inhibition, % at 3.6 µM | hit rate 0.12% among 360,000 | AID 588354;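 active = inhibition above the campaign mean plus 3 SD, with each screening campaign given its own cutoff, cut at about 60% in these data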;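 note: 0% = DMSO treated cells and 100% = gossypol at 36 µM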
Starred values were filed as active, the others as inactive; x = not tested or not shown. Not all compounds are listed (hit frequency here may not be typical).

Order of values: TRAIL sens C8 | NCOA2 inhibitor | EBV LMP1 NFkB | LRH-1 inv ag | NCOA3 inh | TWEAK-Fn14 inh | TLR9-MyD88 inh | NR2F2 inh | TROY signal inh | NOD2 RIPK2 PPI | NCOA1 inh
(1) CCOc1ccc(C2N(c3ccc(F)cc3)C(=O)C3CCCN32)cc1 (stereo unspecified)
    -0.3 | 0.2 | -6.3 | -8.1 | -1.6 | -17.6 | -4.2 | 8.4 | -5.1 | 0.4 | 2.9
(2) CCOc1ccc(CCNC(=O)COC(=O)c2ccc(F)c(S(=O)(=O)N3CCOCC3)c2)cc1OCC
    -8.9 | -6.2 | 5.4 | 56.2 | -2.7 | -11.3 | -3.7 | 7.2 | 1.0 | 10.7 | 8.4
(3) COc1cccc(CC(=O)Nc2ccccc2N2CCCC2)c1
    -2.8 | 11.5 | -7.5 | -25.1 | -5.4 | 2.9 | -13.0 | -9.8 | 0.3 | -0.6 | -3.7
(4) CCCn1c(SCC(=O)N2c3ccccc3CC2C)n[nH]c1=O (stereo unspecified)
    -19.4 | 10.9 | -1.4 | 4.4 | -10.3 | -22.1 | 1.6 | -5.5 | -0.9 | -1.6 | -19.9
(5) O=C(CSc1nc(-c2ccc(F)cc2)cs1)N1CCOCC1
    7.8 | -32.6 | -11.6 | -97.3 | -23.1 | -32.4 | 8.5 | -31.2 | -47.6 | 0.3 | -73.7
(6) O=C(CCc1ccccc1)NNC(=O)C12CC3CC(CC(C3)C1)C2
    4.3 | -15.7 | -10.1 | -17.5 | 2.4 | 9.5 | -2.4 | 2.9 | -22.9 | 2.1 | -10.8
(7) CC(=O)Nc1sc(N/N=C/c2ccc(O)cc2)nc1-c1ccc(C)cc1
    6.9 | -58.5 | -4.3 | 7.0 | 8.0 | -12.7 | 6.4 | -8.0 | -4.2 | -6.6 | 2.0
(8) COc1ccc(C(CCN2CCOCC2)c2c(OC)cc(OC)c3ccc(=O)oc23)cc1 (stereo unspecified)
    -19.9 | -1.8 | 15.6 | 10.3 | -3.2 | 1.3 | 6.4 | 1.7 | -5.6 | 8.9 | -21.8
(9) CCOC(=O)c1c(C)n(C)c2ccc(OC)c(NC(=O)CCN3CCC(Cc4ccccc4)CC3)c12
    -11.2 | -18.3 | 4.3 | 2.5 | 28.6 | 3.1 | -6.4 | 1.8 | -2.1 | -1.6 | -18.1
(10) Clc1ccc(CNCc2cccs2)c(Cl)c1
    -3.2 | -15.5 | -1.9 | 13.3 | 23.4 | -0.1 | -5.2 | 2.3 | -38.6 | -4.9 | 7.9
(11) CN1C(=O)N(c2ccc(Cl)cc2)C(C)(O)CC1(C)C (stereo unspecified)
    -16.6 | -19.6 | -4.0 | 20.2 | -1.3 | 4.0 | -1.7 | 7.0 | -1.1 | -8.2 | 10.2
(12) CC(C)CCOP(=O)(c1ccccc1)c1ccccc1
    18.4 | -23.2 | -1.5 | 5.9 | 9.2 | 9.5 | 3.5 | -13.4 | 9.5 | -5.6 | 6.9
(13) Cc1cc(OCc2nn[nH]n2)c2c(C)c(Cc3ccccc3)c(=O)oc2c1
    15.3 | 4.3 | 2.0 | 16.5 | 10.4 | -0.8 | -5.6 | 7.9 | 22.4 | -8.7 | -7.4
(14) O=C(Nc1ccccc1OC(F)F)c1ccc(S(=O)(=O)N2CCOCC2)cc1
    -10.6 | -11.7 | 3.8 | 6.3 | -5.5 | -9.1 | -13.5 | 14.6 | -24.2 | -5.3 | 1.3
(15) CC(=O)CCc1c(C)nc2ccc(C)cc2c1Cl
    -8.9 | 8.3 | -6.7 | -27.5 | -10.7 | 8.9 | -10.8 | 9.5 | -7.3 | -2.7 | -8.4
(16) CNC(=O)N(O)C1N(NC(=O)Nc2cccc3ccccc23)C(=S)SC1(C)C (stereo unspecified)
    1.7 | 15.1 | 0.4 | 23.9 | -9.0 | -1.5 | 6.0 | 9.1 | -0.8 | -8.0 | 1.3
(17) CCc1nnc(NC(=O)Nc2ccccc2OC)s1
    -0.8 | -38.8 | -34.5 | -81.8 | -85.9 | 4.6 | -1.9 | -34.6 | -62.1 | -7.7 | -80.8
(18) Cc1nc(SCC(=O)NCCN2C(=O)CSC2=O)nc(C)c1C
    8.6 | 1.9 | 2.6 | 14.9 | 17.6 | 9.0 | 5.5 | -6.0 | -22.1 | -8.5 | 9.6
(19) O=S(=O)(c1ccc2[nH]c3c(c2c1)CCCC3)N1CCCCC1
    0.0 | 1.8 | -6.6 | 6.1 | 10.9 | -2.4 | 4.9 | -8.7 | 4.9 | 0.5 | -1.3
(20) CCn1c(=O)c2sccc2n(Cc2ccccc2)c1=O
    9.1 | x | 0.7 | -2.5 | -21.6 | -1.3 | 12.5 | x | 1.3 | -8.2 | -3.9
(21) O=C(CN1CCOCC1)Nc1ccc(N2CCN(c3ccccc3)CC2)c(F)c1
    -5.2 | 2.2 | 3.6 | 14.4 | 28.1 | -2.8 | -2.3 | -7.5 | -6.5 | -3.3 | 4.7
(22) CC1(C)Cc2ccccc2C(=NC(Cc2ccccc2)C(=O)O)N1 (stereo unspecified)
    -5.9 | 5.0 | 4.5 | -10.5 | 3.9 | 4.8 | -10.9 | -2.9 | -12.2 | -10.1 | 17.1
(23) COc1ccccc1N1CCN(C(=O)c2ccc3c(=O)n4c(nc3c2)CCCCC4)CC1
    15.0 | 3.7 | -5.5 | -10.8 | -27.9 | -1.6 | 1.5 | -6.5 | 3.2 | 3.9 | -5.5
(24) O=C(CSc1cccc[n+]1[O-])N1CCCc2ccccc21
    -11.0 | -20.4 | -2.9 | -15.9 | -6.6 | 18.3 | 5.7 | 11.8 | 11.2 | 3.0 | 4.2
(25) CN(C)c1ccc(N/C=C/C(=O)C(F)(F)F)cc1
    -9.8 | -23.1 | -6.2 | 2.0 | -8.6 | -14.7 | -0.2 | -1.6 | 5.4 | -16.4 | 0.6
(26) O=C(Nc1ccc2nc(-c3cccs3)c(-c3cccs3)nc2c1)N1CCOCC1
    13.4 | 15.8 | -3.1 | 14.5 | 18.7 | 39.0 | -0.1 | -9.4 | -3.9 | 4.5 | 6.1
(27) COc1cc(/C=C/C(=O)NCc2cccnc2)cc(OC)c1OC
    -10.5 | -5.6 | -5.7 | 2.2 | 10.8 | -1.9 | 7.5 | 10.1 | 4.1 | -4.3 | 1.0
(28) CC1CCc2c(sc(NC(=O)COC(=O)c3ccccc3NCc3ccco3)c2C#N)C1 (stereo unspecified)
    -13.8 | -6.5 | -0.5 | 0.1 | 1.7 | 12.0 | -2.9 | 6.4 | -10.3 | -6.7 | -8.3
(29) Cc1coc2cc3oc(=O)c(Cc4ccccc4)c(C)c3cc12
    -1.3 | -6.0 | 0.1 | 6.2 | 18.2 | 6.5 | 11.1 | 9.7 | -8.1 | -2.6 | -1.9
(30) CSc1ccc(/C=C/c2ccc3cccc(O)c3n2)cc1
    53.4* | -28.8 | -59.1 | -93.6 | -92.7 | 15.3 | -5.8 | -30.3 | 32.8 | 1.6 | -117.9
(31) Cc1c(C(=O)N/N=C/c2ccccc2)[nH]c2ccc(Cl)cc12
    -8.9 | -3.7 | 6.5 | -22.4 | -34.2 | 26.7 | 4.5 | -6.1 | 21.7 | 2.7 | -4.5
(32) Nc1ncn(C23CC4CC(CC(C4)C2)C3)n1
    1.8 | 3.6 | -7.3 | -4.9 | 2.7 | 1.6 | 2.5 | 22.7 | 14.4 | 3.3 | -7.7
(33) COc1ccc(C)cc1S(=O)(=O)N1CCN(S(=O)(=O)c2cc(C)ccc2OC)C(C)C1 (stereo unspecified)
    -7.1 | -6.3 | 6.7 | -2.2 | 7.5 | 16.9 | 1.5 | -2.3 | 16.4 | -0.4 | 3.8
(34) O=C(CN(C(=O)c1csnn1)c1ccccc1Cl)NC1CCCCC1
    -7.6 | 11.3 | 7.3 | -1.6 | -9.5 | 18.3 | -10.5 | 1.9 | -2.1 | 10.4 | -4.2
(35) CCC(CO)Oc1cc(NC(=O)c2ccc(F)cc2)c2ncn(C(C)C)c2c1 (stereo unspecified)
    2.9 | -15.4 | 1.5 | -15.2 | 5.0 | 0.1 | -2.1 | 6.2 | 3.6 | -4.8 | -12.2
(36) O=C(OCCCN1CCCCC1)c1ccc(O)cc1
    -3.4 | -45.4 | -2.9 | -12.3 | -16.8 | 17.4 | -1.4 | -1.5 | 2.7 | -1.9 | 0.5
(37) Cc1cc(C)c(C)c(OCCCCn2cnc3ccccc3c2=O)c1
    3.0 | -13.5 | -4.0 | -6.0 | -4.5 | -7.1 | 1.2 | 3.3 | 10.2 | 1.9 | 3.5
(38) CCCCc1c(-c2ccccc2OC)ncn1CCc1cccc(F)c1
    19.5 | -14.8 | x | -25.2 | x | 15.3 | x | 13.3 | -11.1 | 11.1 | x
(39) COc1cc(C(=O)N/N=C/c2coc3ccc(Cl)cc3c2=O)ccc1O
    -10.0 | 7.0 | 10.8 | 7.7 | 33.7 | 42.5 | -1.0 | 9.1 | 24.7 | 5.5 | 20.9
(40) CCc1nnc(NC(=O)CN2C(=O)CCC2=O)s1
    -1.2 | -6.9 | -5.2 | 11.4 | 8.6 | -11.7 | 0.2 | -1.0 | 3.7 | -11.0 | -6.5
(41) C=CCOc1ccccc1CN1CCC(n2nccc2NC(=O)c2ccccc2)CC1
    -14.2 | 10.7 | 1.0 | 5.5 | -15.5 | -3.6 | -8.7 | 6.1 | -9.5 | -0.8 | -18.2
(42) COc1ccc(N2C(=O)CSC2c2ccc([N+](=O)[O-])cc2)cc1 (stereo unspecified)
    -1.0 | -14.4 | 8.2 | -11.6 | -20.1 | -5.2 | -4.0 | 5.8 | -5.6 | 0.8 | -8.7
(43) COc1cc(F)ccc1-c1csc(C(NC(C)=O)c2ccc(F)c(F)c2)n1 (stereo unspecified)
    14.5 | 6.1 | x | 22.2 | 5.6 | -26.7 | x | -25.4 | -7.6 | -12.4 | 6.9
(44) COc1ccccc1N(C(=O)Cn1nnc2ccccc21)C(C(=O)NCc1ccco1)c1ccc(C)o1 (stereo unspecified)
    -2.0 | 13.3 | -1.0 | 6.9 | 23.8 | -17.7 | -13.4 | 6.8 | -2.6 | -12.0 | -1.3
(45) CCc1nnc(NS(=O)(=O)c2ccc(NC(=O)c3cccc(OC)c3)cc2)s1
    7.0 | -34.6 | 0.9 | 4.4 | 4.0 | -1.4 | -3.7 | 0.8 | -5.3 | -7.6 | -3.9
(46) Cc1ccc(C(=O)NCCc2nnc3ccc(SCC(=O)Nc4ccccc4C)nn23)cc1
    -4.5 | -3.0 | 3.7 | -7.5 | 6.0 | 0.1 | -14.0 | -6.3 | 5.7 | -11.1 | -5.8
(47) C=CCn1c(SCc2nc3ccccc3[nH]2)nnc1-c1cccc(OC)c1
    -10.3 | -18.5 | -1.3 | -14.0 | 4.5 | -5.1 | -9.2 | 0.2 | 9.8 | -12.5 | -32.3
(48) Cc1ccc(S(=O)(=O)CCC(=O)c2cccc([N+](=O)[O-])c2)cc1
    -6.9 | 9.9 | -4.0 | -12.7 | -15.8 | 4.2 | -10.9 | 8.1 | -4.1 | 22.4* | 6.5

Screening results as filed in PubChem BioAssay.
